Screens (PubChem BioAssay)
Growth percent in the NCI-60 one-dose screen (48 h, 10 µM unless noted): 100 = growth as untreated, 0 = no growth, -100 = all killed.
HL-60(TB) = HL-60(TB) leukemia cells; AID 1794776; 78,000 compounds, 9% hits; active means growth percent below 10
* hit, by the source's call; & = joins results of further samples; ! = not active in a repeat; [ ] = remark or other dose. Some of the compounds tested, so the mix of outcomes need not match the whole.

SMILES	HL-60(TB)
C#C[C@]1(O)CC[C@H]2[C@@H]3CC[C@H]4CC(F)(F)CC[C@]4(C)[C@H]3CC[C@@]21C	107
Oc1ccc(N=Cc2ccc(OCc3ccccc3)cc2)cc1	104
CO[C@@H](c1c(Cl)cccc1Cl)[C@H](C)OS(N)(=O)=O	99
Cc1ccc2c(c1)C(=O)C(=O)N2	83
CC1(C)CC(=O)C(/C=N/C(=S)Nc2ccc(S(N)(=O)=O)cc2)=C(O)C1	100
COc1cc(/C=C2/SC(=O)N(CCCC(=O)N3CCN(c4cc5c(cc4F)c(=O)c(C(=O)O)cn5C4CC4)CC3)C2=O)cc(OC)c1OC	103
CC12CCC(C(=O)CC1=O)C2(C)C (stereo not drawn)	94&71
CCCCCCCCCCNC(=O)CI	19
O=C(O)CCC(=O)Nc1ccc(S(=O)(=O)Nc2nccs2)cc1	99&115
CC1CCOS(=O)O1 (stereo not drawn)	108&112
C=CCN1C=CC(=O)[C@H](O)[C@@H]1/C=C/c1ccccc1	82[100 µM]
CC(C)CCC[C@@H](C)[C@H]1CC[C@H]2[C@@H]3CC=C4c5sc(Nc6ccccc6)nc5CC[C@]4(C)[C@H]3CC[C@]12C	97
CCCCN(C(=O)c1ccco1)c1ccccc1	65
Cc1ccc(Cl)c(Nc2ccccc2C(=O)O)c1Cl	104&134&75
O=C1NC(=O)C(c2c[nH]c3ccc(Br)cc23)=C1c1cccc2ccccc12	107
O=[N+]([O-])c1ccc(Cl)c(-c2cc(CCCCO)on2)c1	91
Nc1ccc(C(=O)Nc2ccc(NC(=O)c3ccco3)c(O)c2)cc1	84
c1csc(-c2c3ccc(=[N+]4CCCCC4)cc-3oc3cc(N4CCCCC4)ccc23)c1	-35*
O=C(Nc1ncc(Cc2cc(C(F)(F)F)ccc2Cl)s1)C1COc2ccccc2O1 (stereo not drawn)	87
CCCC(CCC)NCCOC(=O)c1ccc(N)cc1	109

Two successive entries out of the list so far, for reference:
SMILES	HL-60(TB)
C#C[C@]1(O)CC[C@H]2[C@@H]3CC[C@H]4CC(F)(F)CC[C@]4(C)[C@H]3CC[C@@]21C	107
Oc1ccc(N=Cc2ccc(OCc3ccccc3)cc2)cc1	104

Next results.
SMILES	HL-60(TB)
CC1=NN(c2ccc(S(=O)(=O)O)cc2)C(=O)C1N=Nc1ccc(-c2ccc(N=Nc3ccc(O)c(C(=O)O)c3)c(C)c2)cc1C (stereo not drawn)	85
COc1ccc(-c2csc(NC(=O)c3cc(O)c(O)c(O)c3)n2)cc1	62
CCCCN(CCCC)CC(O)c1ccc(C2CCCCC2)cc1 (stereo not drawn)	92
C=C1C(=O)O[C@H]2[C@H]1CC/C(COC(=O)/C=C\C(=O)NCc1ccc(Cn3c(=O)sn(-c4ccccc4)c3=O)cc1)=C\CC[C@@]1(C)O[C@@H]21	-3.2*
COC(=O)c1cccc(NC2=C(Cl)C(=O)C(C)=C(C)C2=O)c1	60
OC1(O)CCN(Cc2ccccc2)CC1	99
Cc1ccc(S(=O)(=O)NCCNc2nccc(-c3c(-c4cccc(O)c4)nc4sccn34)n2)cc1	160
CC(C)=CC(=O)C=C(C)C	96
CCCCN(C#N)CCCC	102
CN(C)CCOc1nc2c(c(=O)n(C)c(=O)n2C)n1C	108
CNC(=O)c1cc(Oc2ccc3nc(Nc4ccc(Cl)c(C(F)(F)F)c4)ccc3c2)ccn1	63
S=c1nc(-c2ccc(Br)cc2)cc(-c2cn(-c3ccccc3)nc2-c2ccc(OCc3ccccc3)cc2)[nH]1	95
Cc1c(C(=O)Nc2nc3ccccc3s2)nnn1-c1ccccc1Br	85
Fc1cccc(Cn2cc(CSc3nc4ccccc4o3)nn2)c1	105
Cc1c(O)ccc2cc(C(=O)CSc3nnnn3-c3ccccc3)c(=O)oc12	117
CCOC(=O)C(Cc1ccccc1[N+](=O)[O-])C(=O)OCC	106
COc1ccc(/C=C/C(=O)c2ccc(NC(=O)CSc3nnc(-c4c[nH]c5ccccc45)n3-c3ccccc3)cc2)cc1OC	89
C=C(C)C(c1ccccc1)c1[nH]c(C)c(C(=O)OC)c1C(=O)OC (stereo not drawn)	51
CC(=O)CC(c1cccs1)c1c(-c2ccccc2)n(C)c2ccccc12 (stereo not drawn)	100
COc1ccc(C(=O)N2C=Cc3ccccc3C2C#N)cc1 (stereo not drawn)	67
COc1cc(NC2CCC(=O)N2c2ccc(Cl)cc2Cl)cc(OC)c1OC (stereo not drawn)	-3.1*
Nc1ncc(-c2ccc(NS(=O)(=O)c3ccc(F)c(Cl)c3)cc2)[nH]1	75
Cn1c2c(c3cc(Cl)ccc31)-n1cccc1C2=O	80
COc1cccc(/C=C/C(=N/O)c2cc3ccccc3oc2=O)c1OC	96
O/N=C(\CSc1nnc(-c2ccc(Cl)cc2)o1)c1ccccc1	79
O=C1CNC(c2ccccc2Cl)N1O (stereo not drawn)	93
COC(=O)CN/C(CCCO)=C(/C#N)C1Nc2ccccc2N1C (stereo not drawn)	105
Clc1c(Cl)c(Cl)c(SCN(c2ccccc2)c2ccccc2)c(Cl)c1Cl	118
O=C(CC(=O)Nc1cccc(C(=O)O)c1)Nc1cccc(C(=O)O)c1	113
COc1cccc(/C=N\NC(=S)N/N=C/c2cccc(OC)c2OC)c1OC	101&123
CCOC(=O)c1sc(NS(=O)(=O)c2ccccc2)nc1C	153
Cc1cc(O)c2c3c(n([C@@H](CCCCNC(=O)C(F)(F)F)C(=O)O)c(=O)c2c1)C(=O)c1c(OC2CC(O)[C@@H](O)[C@H](C)O2)cccc1C3=O (stereo partly drawn)	106
O=C(CCl)n1c(-c2ccccc2)nc2ccccc21	104
COC(=O)C(CCC(C(=O)OC)N1C(=O)c2ccccc2C1=O)N1C(=O)c2ccccc2C1=O (stereo not drawn)	92
C/C(=N\Nc1ncc(-c2ccc(Cl)cc2)s1)c1cc2ccccc2o1	86
CC1(C)C(=O)CCC2(C)C1=CCC1C2C(=O)CC2(C)C1CCC2(O)C(=O)CO (stereo not drawn)	120
COc1ccc(C2C(N)=NNC2c2cccc(O)c2)cc1 (stereo not drawn)	98
CN(C)c1ccc(/C=N/C2=NNC(C)(c3ccccc3O)N2C(Cc2c[nH]c3ccccc23)C(=O)O)cc1 (stereo not drawn)	98
CC12CCCCC1=CC(=O)CC2 (stereo not drawn)	78
Cc1cc(=O)c(C(=O)O)c(C)n1-c1ccccc1	89

Overlap with the part before: five entries; new compounds follow.
SMILES	HL-60(TB)
CC1(C)C(=O)CCC2(C)C1=CCC1C2C(=O)CC2(C)C1CCC2(O)C(=O)CO (stereo not drawn)	120
COc1ccc(C2C(N)=NNC2c2cccc(O)c2)cc1 (stereo not drawn)	98
CN(C)c1ccc(/C=N/C2=NNC(C)(c3ccccc3O)N2C(Cc2c[nH]c3ccccc23)C(=O)O)cc1 (stereo not drawn)	98
CC12CCCCC1=CC(=O)CC2 (stereo not drawn)	78
Cc1cc(=O)c(C(=O)O)c(C)n1-c1ccccc1	89
Clc1ccc(Sc2nc(NC3CC3)nc(Sc3ccc(Cl)cc3)n2)cc1	61
COc1ccc(C(=O)/C=C/c2cc(-c3ccc4c(c3)OCO4)n[nH]2)cc1	86
CC1OC(O)C(O)C(O)C1O (stereo not drawn)	100
O=C(O)c1cccc2cccc(C(=O)O)c12	104
Cc1cc(C)c2nc(Nc3ccc4c(C)cc(=O)oc4c3)sc2c1	98
CC1=C(C(=O)OCC(C)C)C(c2ccc3c(c2)OCO3)NC(=O)N1 (stereo not drawn)	96
N#CC(C#N)=NO	104
O=S(=O)(O)NS(=O)(=O)O	107
O=c1c2ccccc2c(=O)n(-c2ccccc2)n1-c1ccccc1	102
C=C1CC[C@@H]2[C@]3(C)COC(c4cn[nH]c4-c4cccc(Cl)c4)O[C@@H]3CC[C@@]2(C)[C@@H]1C/C=C1/C(=O)OCC1O (stereo partly drawn)	-15*
Cc1ccc(N2CCN(CCO)CC2)cc1	94&53
CCCCCN1C(=O)[C@H](CC(C)C)C[C@H]1CNCC(=O)OC(C)(C)C	112
O=C1OC(=O)C2CCCCC12 (stereo not drawn)	105
N#CCCc1c[nH]c2ccccc12	99
CCn1cc(C(=O)O)c(=O)c2cc(F)c(N3CCN(C)CC3)cc21	99
Cc1cc(O)c2c(c1)C(CC(=O)O)N(Cc1ccc(C(=O)O)cc1)C1=C2C(=O)c2cccc(O[C@H]3C[C@H](O)[C@@H](O)C(C)O3)c2C1=O (stereo partly drawn)	101
Cc1ccc(/C(=C/c2ccc([N+](=O)[O-])cc2)C(=O)O)cc1	90
C=CCn1c(C)nc2cc(Nc3nc(Nc4ccc5nc(C)n(CC=C)c5c4)c4ccccc4n3)ccc21	-52*
COc1cc(OC)cc(C(=O)Nc2cc(-c3cccnc3)nc(NCCCN3CCOCC3)n2)c1	87
Cc1cc(Br)cc(NC(=O)Cn2c(-c3cncs3)nc3ccccc32)c1	94

Copied from the list.
Cc1cc(C)c2nc(Nc3ccc4c(C)cc(=O)oc4c3)sc2c1 | HL-60(TB): 98
O=c1c2ccccc2c(=O)n(-c2ccccc2)n1-c1ccccc1 | HL-60(TB): 102

Additional entries
> CC(=O)OCC#CCOC(C)=O
  HL-60(TB): 94

> C=CCC1C(=O)NN=C1C (stereo not drawn)
  HL-60(TB): 88

> COc1ccc(OC)c(/C=C/C(=O)N/N=C/c2ccccc2)c1
  HL-60(TB): 46

> CS(=O)(=O)Nc1cc(-c2ccc3ncnc(Nc4ccc5c(cnn5Cc5cccnc5)c4)c3c2)cnc1Cl
  HL-60(TB): 34

> Nc1nc(N)c(N=Nc2ccc(S(N)(=O)=O)cc2)c(=O)[nH]1
  HL-60(TB): 101

> COC(=O)c1cc2c3ccccc3oc(=O)c2c2nc3ccccc3n12
  HL-60(TB): 112

> CC(=O)Nc1ccc(OC(C)(C)C)cc1
  HL-60(TB): 131

> C#Cc1cc(C(=O)Nc2ccc(CN3CCN(C)CC3)c(C(F)(F)F)c2)ccc1C
  HL-60(TB): 78

> C=C(C)[C@@H]1CC[C@]2(COC(=O)c3ccccc3C(=O)O)CC[C@]3(C)[C@H](CC[C@@H]4[C@@]5(C)CCCNC(C)(C)[C@@H]5CC[C@]43C)[C@@H]12
  HL-60(TB): 6.5*

> COc1cc(C)cc(-c2nn(CC(N)=O)cc2-c2ccnc(Oc3ccncc3)n2)c1
  HL-60(TB): 125

> O=c1c2cccc3c(Nc4ccc(Br)cn4)ccc(c32)c2nc3ccccc3n12
  HL-60(TB): 128

> CC1Cc2c(ncn3c(-c4ccc(Cl)cc4)nnc23)N(C)c2ccccc21 (stereo not drawn)
  HL-60(TB): 99

> ClCCN(CCCl)c1nc(Cl)c(C2CC(c3ccc(Br)cc3)=NN2c2ccccc2)s1 (stereo not drawn)
  HL-60(TB): 97

> CC[C@@H]1C(=O)N(C)c2cnc(Nc3ccc(C(=O)NC4CCN(C)CC4)cc3OC)nc2N1C1CCCC1
  HL-60(TB): -42*

> Cc1cc2nnc(SCC(=O)c3ccccc3)n2c(SCc2ccccc2)n1
  HL-60(TB): 99

> C=C(C)[C@@H]1CC[C@]2(C(=O)NCCNCCN)CC[C@]3(C)[C@H](CC[C@@H]4[C@@]5(C)CC[C@H](O)C(C)(C)[C@@H]5CC[C@]43C)[C@@H]12
  HL-60(TB): 114

> CCOC(=O)N1CCCCC1CC (stereo not drawn)
  HL-60(TB): 106

> CCN(CC)S(=O)(=O)c1ccc(-c2nc(C(Cl)Cl)nc3cc(-c4ccc(C)cc4)nn23)cc1
  HL-60(TB): 71

> CCOC(=O)C1=Cc2c(-c3cc(Cl)ccc3O)nc(N)nc2C(C)(C)C1
  HL-60(TB): 90

> O=C(/C=C/c1ccccc1)c1ccc(NC(=O)N2CCN(c3cc4c(cc3F)c(=O)c(C(=O)O)cn4C3CC3)CC2)cc1
  HL-60(TB): 98

> COc1ccc(NS(=O)(=O)c2ccc(NC3=C(Cl)C(=O)c4nc(C)ccc4C3=O)cc2)nn1
  HL-60(TB): 75

> O=C(/C=C(/C=C/c1ccc(F)cc1)OB(F)F)/C=C/c1ccc(F)cc1
  HL-60(TB): 94

> O=C(Oc1ccc(=O)[nH]n1)c1ccccc1
  HL-60(TB): 77

> O=C(CN1CCN(c2cc(=O)[nH]c3ccc(F)cc23)CC1)N(c1ccccc1)c1ccccc1
  HL-60(TB): 106

> O=c1cc(N/N=C/c2ccccc2)c2ccccc2[nH]1
  HL-60(TB): 78

> COc1cc(-c2cc(N)n(-c3nc4ccccc4[nH]3)n2)cc(OC)c1OC
  HL-60(TB): 100

> C=C1C(=O)O[C@H]2[C@H]1CC/C(Cn1cc(Cn3ccc4ccccc43)nn1)=C\CC[C@@]1(C)O[C@@H]21
  HL-60(TB): -49*

> C=CCOC(=O)C1=C(C)NC2=C(C(=O)CC(c3ccccc3)C2)C1c1cc(OC)ccc1OC (stereo not drawn)
  HL-60(TB): 104

> COc1ccc(C2=NN(C(C)=O)C(c3ccc(OCc4ccc(Cl)cc4)c(OC)c3)C2)cc1OC (stereo not drawn)
  HL-60(TB): 35

> O=C(Nc1ccc(F)cc1)Nc1cccc(-c2cc(=O)c3ccccc3o2)c1
  HL-60(TB): 99

> O=C(CSc1nc(-c2ccccc2)[nH]c1S(=O)(=O)c1ccccc1)NCc1ccc(Cl)cc1
  HL-60(TB): 101

> CCOc1ccc(Nc2c3ccccc3nc3ccccc23)cc1
  HL-60(TB): 9.0*!

> CCCC/C(=C\c1ccc(O)c(O)c1)C(=O)NC(Cc1ccccc1)C(=O)C(=O)NCc1ccccc1 (stereo not drawn)
  HL-60(TB): 65

> COc1ccc(/C(C)=C(\c2ccc(Cl)cc2)c2ccc(OCCN(C)C)cc2)cc1F
  HL-60(TB): 58

> Cc1ncc(C(=O)Nc2ccccc2)[nH]1
  HL-60(TB): 101

> COc1cc(C(SCc2ccccc2)SCc2ccccc2)ccc1O
  HL-60(TB): 101

> NS(=O)(=O)c1ccc(CCn2c(-c3ccc(O)cc3)nc(-c3ccccc3)c2-c2ccccc2)cc1
  HL-60(TB): 101

> COc1ccc(/C=N/C2=C(C#N)C(c3ccc(OC)cc3)c3ccc4ccccc4c3O2)cc1 (stereo not drawn)
  HL-60(TB): 63
